Growth percent in the NCI-60 one-dose screen (48 h, 10 µM unless noted): 100 = growth as untreated, 0 = no growth, -100 = all killed.
HL-60(TB) = HL-60(TB) leukemia cells; 78,000 tested, 9% active; AID 1794776; active = growth percent below 10
The depositor's hits bear a star; & = joins results of further samples.

SMILES	HL-60(TB)
COc1ccc(Nc2cc(C)nc(N3CCN(c4ccnc5cc(Cl)ccc45)CC3)n2)cc1	2.4*
CC(C)CCC[C@@H](C)[C@H]1CC[C@H]2[C@@H]3CC=C4c5sc(Nc6cc(F)cc(F)c6)nc5CC[C@]4(C)[C@H]3CC[C@]12C	99
c1ccc(-c2cc(-c3ccccc3)on2)cc1	96
CCCCCCCCCCOC(=O)CCN1CC1	109
Oc1ccccc1-c1nnc(SCc2ccc(O)c3ncccc23)n1-c1ccccc1	4.5*
COc1ccc(CNS(=O)(=O)/N=C2\NC(=O)NC2=C(Cl)Cl)cc1	-11*
C(=N\Nc1nnc2n1N=C(c1ccccc1)CS2)/c1ccc(-c2ccccc2)cc1	92
CCOc1ccccc1Nc1nc(N)nc(Cl)c1CC	94
CCCCCCCCCCCCCCCC/C=C\C(CC(=O)O)C(=O)O (configuration not stated)	103
CC(C)(C)NC(=O)C1CSC2(C(=O)N(Cc3ccccc3)c3ccccc32)N1C(=O)C1CCCCC1 (configuration not stated)	84
O=C(Nc1ccc(Cl)c(Cl)c1)Nc1ccccc1O	62
c1ccc2c3c([nH]c2c1)C1(CCCC1)c1c([nH]c2ccccc12)C31CCCC1	107
CC(=O)c1cc2c(cc1C(C)C)C(C)(C)CCC2(C)C	100
O=C(/C=C/c1ccc(Cl)cc1Cl)Nc1ccccc1F	81
O=[N+]([O-])c1cc(S(=O)(=O)Nc2ccccc2)ccc1Nc1ccccc1	97
CNC(=O)Oc1ccccc1-c1ccccc1	95
COc1ccc(C(C)=O)c(O)c1O	90
C=C(C)[C@@H]1CCC[C@]2(C(=O)OC)CC[C@]3(C)[C@@H](CC[C@@H]4[C@@]5(C)CCCNC(C)(C)[C@@H]5CC[C@]43C)[C@@H]12	97
O=S(=O)(NCCNc1nccc(-c2c(-c3cccc(F)c3)nc3sccn23)n1)c1ccc(Br)cc1	90
c1ccc2[nH]c(-c3ccc(-c4nccc5c4[nH]c4ccccc45)cc3)nc2c1	-42*
CCN(CCO)C(c1ccccc1)C(O)c1ccccc1 (configuration not stated)	93&93
CC1(C)CC(=O)C(C(c2ccc3c(c2)OCO3)C2C(=O)CC(C)(C)CC2=O)C(=O)C1	99
CCOC(=O)c1cccc(N2C(=O)/C(=C/N3N=C(c4ccccc4)CC3c3ccc(N(C)C)cc3)SC2=S)c1 (configuration not stated)	83
CCC(=O)Oc1ccc[nH]c1=O	105
CCOC(=O)C(CCC#N)(CCC#N)C(C)=O	101

3 entries drawn at random from the list so far:
SMILES	HL-60(TB)
c1ccc(-c2cc(-c3ccccc3)on2)cc1	96
CCOC(=O)c1cccc(N2C(=O)/C(=C/N3N=C(c4ccccc4)CC3c3ccc(N(C)C)cc3)SC2=S)c1 (configuration not stated)	83
COc1ccc(C(C)=O)c(O)c1O	90

Further results
SMILES	HL-60(TB)
CC(=O)Nc1nnc(SCc2c(C)cc(C(C)(C)C)cc2C)s1	104
Cc1cc(C)c(C=O)c(C)c1	84
O=C(CC(c1ccccc1)c1ccccc1)c1ccccc1	66&86&96
c1ccc(-c2ccnc3c2c(-c2ccccc2)nn3-c2ccccc2)cc1	94
COc1cc(NC(C)=O)ccc1NC(=O)c1[nH]c(C)c(Cl)c1Cl	86
O=C1CC(C(F)(F)F)Cc2nc3ccc(Br)cc3cc21 (configuration not stated)	90
CC(=O)Cc1nc2c(sc3nc(C)c(Br)c(C)c32)c(=O)[nH]1	96
NC(=N\N=C\c1ccccc1O)/C(N)=N/N=C/c1ccccc1O	69
COc1ccc(C(=O)c2sc3nc4c(c(C(F)(F)F)c3c2N)CN(C(C)=O)CC4)cc1OC	99
C=C1C(=O)O[C@H]2[C@H]1CC/C(CNC(=O)c1cc3ccccc3[nH]1)=C\CC[C@@]1(C)O[C@@H]21	-41*
Nc1nc2ncc(CNc3ccc(C(=O)N[C@@H](CCc4nn[nH]n4)c4nn[nH]n4)cc3)nc2c(=O)[nH]1	102
O=S(=O)(c1ccccc1)c1ccccc1Br	81
Cc1cccc(N(CCO)CCO)c1	91
Cc1ccc(C2CC(c3ccccc3)=NN2C(=O)c2ccc(S(N)(=O)=O)cc2)cc1 (configuration not stated)	96
COCCN1CCC(CO)C1 (configuration not stated)	100
Cn1c(=O)c2[nH]c(SC/C(=N/O)c3ccc(Cl)cc3)nc2n(C)c1=O	99
CC(C)(C)c1cc(/C=N\O)cc(C(C)(C)C)c1O	108
CCNc1ncnc2n[nH]nc12	95
c1ccc(-c2csc(CN3CCCCC3)n2)cc1	76
CC(C)CCc1nc2ccc(NCc3ccc(OCCN4CCOCC4)cc3)cc2[nH]1	95
COc1ccc(Br)cc1OC	105
CC(C)NCC(=O)c1ccc(O)c(O)c1	78
c1ccc(CO[C@H]2CO[C@H]3[C@@H]2OC[C@@H]3Oc2ccc(Nc3ncnc4ccsc34)cc2)cc1	76
COc1ccc(-c2cc(-c3cccnc3)nc3sc4c(=O)n(-c5ccc(C)cc5)cnc4c23)cc1OC	107
COc1ccc(C(O)c2ccccc2)cc1 (configuration not stated)	102

Structures from the list above containing fluorine (5):
SMILES	HL-60(TB)
CC(C)CCC[C@@H](C)[C@H]1CC[C@H]2[C@@H]3CC=C4c5sc(Nc6cc(F)cc(F)c6)nc5CC[C@]4(C)[C@H]3CC[C@]12C	99
O=C(/C=C/c1ccc(Cl)cc1Cl)Nc1ccccc1F	81
O=S(=O)(NCCNc1nccc(-c2c(-c3cccc(F)c3)nc3sccn23)n1)c1ccc(Br)cc1	90
O=C1CC(C(F)(F)F)Cc2nc3ccc(Br)cc3cc21 (configuration not stated)	90
COc1ccc(C(=O)c2sc3nc4c(c(C(F)(F)F)c3c2N)CN(C(C)=O)CC4)cc1OC	99

Five of these compounds in another layout:
| compound | HL-60(TB) |
| --- | --- |
| Cc1cc(C)c(C=O)c(C)c1 | 84 |
| O=C(CC(c1ccccc1)c1ccccc1)c1ccccc1 | 66&86&96 |
| c1ccc(-c2ccnc3c2c(-c2ccccc2)nn3-c2ccccc2)cc1 | 94 |
| COc1cc(NC(C)=O)ccc1NC(=O)c1[nH]c(C)c(Cl)c1Cl | 86 |
| O=C1CC(C(F)(F)F)Cc2nc3ccc(Br)cc3cc21 (configuration not stated) | 90 |

Next section
SMILES	HL-60(TB)
CC1(c2cccc(Br)c2)NC(=O)NC1=O (configuration not stated)	103
CN(C)Cc1ccccc1[N+](=O)[O-]	103
COc1ccc(-c2cn(CC(=O)Nc3nc4ccccc4s3)nn2)cc1	100
CC(=O)C1CCC2C3C(N4CC4)CC4=CC(=O)CCC4(C)C3CCC12C (configuration not stated)	63
O=C(/C=C/c1ccccc1)Nc1cccc(-c2nc3ccccc3c(=O)[nH]2)c1	94
CCOc1ccc2cc(-c3nn(CC4CCN(C)CC4)c4ncnc(N)c34)ccc2c1	54&97
CCc1cccc(O)c1	106
O=C(OCCOc1ccccc1)c1ccccc1Cl	103
NC1=NC2(CCCCCC2)N(c2ccc(S(=O)(=O)Nc3ccccn3)cc2)C(N)=N1	105
OCCC1COC(c2ccccc2)O1 (configuration not stated)	117
O=C1C(Cl)=C(Sc2ccccn2)SC2c3cccn3CCN12 (configuration not stated)	95
CC1=CCC(C(C)(C)O)CC1O (configuration not stated)	100
C(=N\Nc1nnc2n1N=C(c1ccccc1)CS2)/c1ccc(OCc2ccccc2)cc1	98
O=S(=O)(NCCCNc1nccc(-c2c(-c3cccc(F)c3)nc3sccn23)n1)c1ccccc1	101
O=C1C2CC=CCC2C(=O)N1SC(Cl)(Cl)Cl (configuration not stated)	46
COc1ccc(C=Nc2ccc(N=Nc3ccccc3)cc2)cc1	52
O=C1CCC(OCc2ccc(O)cc2)N1 (configuration not stated)	108
COc1ccc(C2NC(=S)Nc3c2c(=O)n(-c2ccccc2)c2ccccc32)cc1 (configuration not stated)	109
O=C1c2ccccc2C(=O)N1Cc1cccc(I)c1	96
COc1cccc(C(=O)Nc2ccc3c(c2)CN(C2CCC(=O)NC2=O)C3=O)c1 (configuration not stated)	102
CN1CCOCCN(C)Cc2ccc3ccc(cc3c2)CN(C)CCOCCN(C)Cc2ccc3ccc(cc3c2)C1	21
CCCCCCCCCCn1cc[n+](C)c1	52
C=C(C)[C@@H]1CCC[C@]2(C(=O)N3CCN(C)CC3)CC[C@]3(C)[C@@H](CC[C@@H]4[C@@]5(C)CC/C(=N\NC(=O)c6ccncc6)C(C)(C)[C@@H]5CC[C@]43C)[C@@H]12	83
O=C(Nc1ccc2c(ccn2C(=O)c2cccc(F)c2)c1)c1ccnnc1	114
COc1ccc(-c2nc3n[nH]c(Nc4ccccc4)c3c(=O)[nH]2)cc1OC	91

Remaining list, next part.
SMILES	HL-60(TB)
O=C(Nc1c(Cl)cccc1Cl)Nc1c(Cl)cccc1Cl	106
Cc1cc(CCCC(=O)O)c(C)s1	71
COc1ccc(-n2cc(-c3ccccc3)c3c(SCC(=O)N/N=C/c4ccc(N(C)C)cc4)ncnc32)cc1	102
Nc1ccc(C(=O)c2ccc(N)cc2)cc1	90
Cc1ccc(Nc2ccc(O)c3c2C(=O)c2ccccc2C3=O)c(S(=O)(=O)O)c1	91
CC1(C)N=C(N)N=C(N)N1c1ccc(CCCCc2ccc(Cl)c(S(=O)(=O)F)c2)c(Cl)c1	-44*
COC(=O)c1c(NC(=O)c2cc(C)oc2C)sc2c1CCCC2	89
Cc1nnc(Nc2ccc(NC(=O)Nc3ccc(Cl)cc3)cc2)c2ccccc12	-35*
CC(=O)C(C)C(=O)c1cc(C)c(Br)s1 (configuration not stated)	98
NC(Cc1ccccc1)c1ccc2c(c1)CCC2 (configuration not stated)	97
Clc1ccc(Nc2cccc(-c3n[nH]c4ccccc34)c2)cc1	96
CCCCNC(=O)Nc1ncn[nH]1	99
O=C1Nc2ccc(F)cc2/C1=C\c1ccc(O)cc1	85
Brc1ccc2[nH]cc(-c3nc(-c4ccsc4)cs3)c2c1	99
CSc1nc2c(c(=O)n1C)C(c1ccccc1)C1=C(N2)/C(=C/c2ccccc2)CCC1 (configuration not stated)	13
CNCCCC12CCC(c3ccccc31)c1ccccc12	71
CCOC(=O)c1sc(Nc2nc(O)c(C3=c4cc(F)ccc4=NC3=O)s2)nc1C	100
CCn1c2[n+](c3ccccc31)CCC2	102
N#Cc1c(-c2ccccc2)nc2n[nH]c(N)c2c1N	93
CC12CC3(C)CC(C)(C1)CC(C(Cl)C(=O)O)(C2)C3 (configuration not stated)	88
COc1ccc(-c2nnc(-c3ccc(Cl)cc3)o2)cc1	88
Cc1nc2sc3c(c2c(C)c1Br)NC(c1ccccn1)NC3=O (configuration not stated)	47
Cn1cc([N+](=O)[O-])cc1C(=O)C(Cl)(Cl)Cl	26
COC(=O)[C@@H]1CCCN1C(=O)C1=C(C)NC(=S)NC1c1ccc(O)c(OC)c1 (some centres not stated)	94
COc1cc(/C=N/Nc2ncnc3c2c(C)nn3-c2ccc(F)cc2)ccc1O	98

4 neighbouring records already listed, for reference:
SMILES	HL-60(TB)
O=C(Nc1c(Cl)cccc1Cl)Nc1c(Cl)cccc1Cl	106
Cc1cc(CCCC(=O)O)c(C)s1	71
COc1ccc(-n2cc(-c3ccccc3)c3c(SCC(=O)N/N=C/c4ccc(N(C)C)cc4)ncnc32)cc1	102
Nc1ccc(C(=O)c2ccc(N)cc2)cc1	90

Further structures:
SMILES	HL-60(TB)
COc1cc(-c2c3cnn(C(C)C)c3nc3[nH]c(=O)n(C)c23)cc2c1OCO2	119
CCOC(=O)CNC(=O)Nc1ccc(Oc2ccc(NC(=O)NCC(=O)OCC)cc2)cc1	108
COC(=O)C1CCC(=O)N1S(=O)(=O)c1ccc([N+](=O)[O-])cc1 (configuration not stated)	105
COc1cc(Br)c(CC2c3cc(OC)c(OC)cc3CCN2C)cc1OC (configuration not stated)	132
C#C[C@]1(O)CC[C@H]2[C@@H]3CCc4cc(O)cc(C)c4[C@H]3CC[C@@]21C	42
Cc1ccc(-c2cc(Cc3cccs3)c(=O)n(CN3CCN(C)CC3)n2)cc1C	105
CCOC(=O)c1sc(/N=C2\NC(=O)/C(=C/c3ccc(F)cc3)S2)nc1C	96
O=S(=O)(Oc1c(Cl)cc(Cl)cc1Cl)c1ccccc1	103
COc1ccc2[nH]c(O)c(N=NC(=O)Cc3c[nH]c4ccccc34)c2c1	94
C[C@@H]1CC[C@@H]2[C@@H]1[C@H](OC(=O)/C=C/c1ccccc1)[C@]1(c3ccccc3)C[C@@H](OC(=O)CO)[C@@]2(C)O1	105
O/N=C(\CSc1nnc(-c2cc(-c3ccccc3)nc3ccccc23)n1-c1ccccc1)c1ccccc1	73
CCCn1c(O)c(N=NC(=O)c2cc3ccccc3[nH]2)c2ccccc21	78
Cc1cccc(Nc2ncnc3c2cnn3-c2cccc(Br)c2)c1	113
Cc1ccc(-c2csc(NC(=O)N3CCN(c4cc5c(cc4F)c(=O)c(C(=O)O)cn5C4CC4)CC3)n2)cc1	-16*
COC(=O)COc1ccc(/C=C2/NC(=O)N(c3ccccc3)C2=O)cc1	70
CC(C)(C)n1cc(-c2ccnc(NCCCNS(=O)(=O)c3cccc4ccccc34)c2)c(-c2ccccc2)n1	56
Nc1nc(SCc2ccccc2)c2ncn(C3CCCO3)c2n1 (configuration not stated)	51
Cc1ccc(C(=O)C[n+]2ccc3ccccc3c2)c(O)c1	78
CC1=NN(C(=O)c2sc3nnc(-c4ccccc4)c(-c4ccccc4)c3c2O)C(=O)C1	69
O=c1cc(-c2ccccc2)oc2c1ccc1c(O)cccc12	76
CC(C)(C)c1ccc2ccccc2c1	94
O=S(=O)(Nc1ccc(Cl)nn1)c1ccc(NC(=S)NC2CCCCC2)cc1	104
CCOC(=O)C1=C(CSC(=S)N2CCOCC2)N(C)C(=O)NC1c1ccccc1 (configuration not stated)	97
COS(=O)(=O)CCN(CCOS(C)(=O)=O)S(C)(=O)=O	83
COc1cc(C(=O)O/N=C(\N)Cc2cccc3ccccc23)cc(OC)c1OC	-37*
Clc1ccc(/C=C2\CCCC3C2=Nc2ccccc2NC3c2ccc(Cl)cc2)cc1 (configuration not stated)	74
O=C1C=CC(=O)N1c1cc(Cl)ccc1Cl	102&105
Nc1ccc2ccc(N)cc2c1	97
CCC(c1ccccc1)c1noc(CCN(CC)CC)n1 (configuration not stated)	77
CS(=O)(=O)c1ccc(-c2nn(-c3ccccc3)cc2C=O)cc1	90

A portion of the library, so the mix of outcomes need not match the whole.
